TDP1 block: inhibitors of human tyrosyl-DNA phosphodiesterase TDP1. recombinant TDP1, AlphaScreen DNA substrate cleavage. AID 485290. Potency, µM (highest dose often 130 µM), for inactives: at the top dose activity change, negative = inhibition, usual class: inhibitors. 0.28% of 350,000 active; also: nearly all actives have a fitted effect of over 40% in size
Target sequence (Q9NUW8 whole entry, looked up): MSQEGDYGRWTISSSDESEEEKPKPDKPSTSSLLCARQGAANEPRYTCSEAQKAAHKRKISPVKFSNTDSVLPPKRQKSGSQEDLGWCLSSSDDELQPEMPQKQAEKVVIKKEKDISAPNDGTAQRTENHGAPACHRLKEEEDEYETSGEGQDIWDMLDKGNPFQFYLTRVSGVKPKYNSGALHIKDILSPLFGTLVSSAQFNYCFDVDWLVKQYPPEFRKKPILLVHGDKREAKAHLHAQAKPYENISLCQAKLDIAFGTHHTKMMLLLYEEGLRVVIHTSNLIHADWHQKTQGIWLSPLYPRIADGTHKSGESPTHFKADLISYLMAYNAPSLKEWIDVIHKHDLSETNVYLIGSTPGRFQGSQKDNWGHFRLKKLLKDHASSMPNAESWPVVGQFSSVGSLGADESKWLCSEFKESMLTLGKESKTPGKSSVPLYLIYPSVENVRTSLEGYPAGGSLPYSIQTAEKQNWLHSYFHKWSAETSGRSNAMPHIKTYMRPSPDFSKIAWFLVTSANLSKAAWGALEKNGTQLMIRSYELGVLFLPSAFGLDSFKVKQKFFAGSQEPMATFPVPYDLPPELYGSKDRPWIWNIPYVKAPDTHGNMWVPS
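Recombinant E. coli-expressed Tdp1 (1 nM) preincubated with compound 15 min at RT, then 5'-biotin/3'-phosphotyrosine-FITC DNA substrate (15 nM) added for 5 min. AlphaScreen beads (10 ug/ml) added, 10 min RT; tyrosine-FITC cleavage read as signal loss.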
DT40 TDP1 CPT: growth inhibition of DT40 Tdp1-/-;hTDP1 cells with camptothecin (screen for TDP1 inhibitors); chicken DT40 Tdp1-/-;hTDP1 cells + 20 nM CPT, ATP luminescence, 48 h; Potency, µM (series often up to 46.2 µM), inactives show at the top dose activity change, negative = growth inhibition, usual class: inhibitors; 12% of 420,000 active; AID 686979; also: nearly all actives have a fitted effect of over 55% in size
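Cell growth measured by CellTiter-Glo luminescence after a minimum 48 h, 37 C compound exposure with 20 nM CPT in Tdp1-knockout DT40 cells stably expressing hTDP1, seeded 400/well; qHTS titration format.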
DT40 TDP1 no CPT: qHTS for Inhibitors of human tyrosyl-DNA phosphodiesterase 1 (TDP1): qHTS in cells in absence of CPT; Potency, µM (doses to about 46.2 µM), without a hit: top-dose activity change, negative = growth inhibition, most hits filed as inhibitors; DT40 Tdp1-/- hTDP1 cells, no CPT, ATP luminescence, 48 h; AID 686978, 2013; 15% of 420,000 active; also: nearly all actives have a fitted effect of over 55% in size
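Camptothecin absent (DMSO only). Human TDP1-complemented DT40 knockout cells, 400 cells/well, 37 °C for minimum 48 hr; ATP measured via CellTiter-Glo, 30 min dark incubation, luminescence.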
Active calls of the source: *; ? = inconclusive; . = no result given; & = joins results of further samples; [ ] = remark or other dose. Calls follow the shape of the dose curve; as a rule, active = well fitted curve in the direction sought with a large enough effect; inconclusive = small, poorly fitted or top-dose-only effect, or another doubt; inactive = no such curve, though single readings can be large; an effect the other way counts as inactive or inconclusive. % is scaled to controls: 0 for no effect and ±100 for the full control effect; potency is read from the fitted curve at half-maximal effect.

The opening three records, ahead of the listing:
[1] COc1cccc(Oc2cc(NN3CCCCC3)c([N+](=O)[O-])cc2[N+](=O)[O-])c1OC
[2] COc1ccc(CCNC(=O)NC23CC4CC(CC(C4)C2)C3)cc1
[3] Cc1ccc2nc3cc([N+](=O)[O-])cc([N+](=O)[O-])c3cc2c1

compound no.	1	2	3
TDP1 block	.	0%	5%
DT40 TDP1 CPT	?	?	0.46µM*
DT40 TDP1 no CPT	-17%	?	0.58µM*

The list itself, previewed entries included:
[1] COc1cccc(Oc2cc(NN3CCCCC3)c([N+](=O)[O-])cc2[N+](=O)[O-])c1OC
[2] COc1ccc(CCNC(=O)NC23CC4CC(CC(C4)C2)C3)cc1
[3] Cc1ccc2nc3cc([N+](=O)[O-])cc([N+](=O)[O-])c3cc2c1
[4] Cc1ccc(S(=O)(=O)N2CCN(C(=O)N3CCCC3)CC2)cc1
[5] O=C1C2Sc3[nH]c(=O)sc3C(c3cc([N+](=O)[O-])ccc3O)C2C(=O)N1c1ccccc1 (stereo not given)
[6] O=C(CSc1nc2ccc([N+](=O)[O-])cc2s1)NCC1CCCO1 (stereo not given)
[7] O=C(NN=Cc1ccc([N+](=O)[O-])cc1)C1CC1
[8] Cc1noc(C)c1NC(=O)N(C)C[C@H]1Oc2ccc(NS(=O)(=O)c3c(C)noc3C)cc2C(=O)N([C@H](C)CO)C[C@@H]1C

compound no.	1	2	3	4	5	6	7	8
TDP1 block	.	0%	5%	.	1%	10%[0.0935 µM]	.	1%
DT40 TDP1 CPT	?	?	0.46µM*	-9%	11%	-25%	-7%	5%
DT40 TDP1 no CPT	-17%	?	0.58µM*	1%	-13%	-17%	-13%	-2%

[9] CC(C)c1ccc(-c2c(C#N)c(N)nc(SCC(=O)N3CCCCC3)c2C#N)cc1
[10] COc1ccc(C(=O)N(C)Cc2ccc(C)o2)cc1OC1CCN(C(C)C)CC1
[11] Cc1nc2ccccc2c(=O)n1NC(=O)c1cccc(Cl)c1
[12] Cc1cc(C)nc(N/N=C/c2ccc([N+](=O)[O-])o2)n1
[13] CCN(CC)S(=O)(=O)c1ccc(/C=C/C(=O)OCC(=O)Nc2ccc(C(N)=O)cc2)cc1
[14] CCOC(=O)c1cc(S(=O)(=O)N2CCN(c3cc(C)ccc3C)CC2)[nH]n1
[15] CC(C)(CSc1ccccn1)NS(=O)(=O)c1ccccc1
[16] O=C(NNC(=O)C1CC(=O)N(c2ccc3c(c2)OCCO3)C1)c1ccc(F)cc1 (stereo not given)

compound no.	9	10	11	12	13	14	15	16
TDP1 block	3%	5%	.	.	-3%	3%	.	.
DT40 TDP1 CPT	9.2µM*	-29%	-23%	23µM*	7%	?	?	13%
DT40 TDP1 no CPT	?	-21%	?	16µM*	-19%	?	?	2%

[17] C=CCc1ccc(OCC(O)CN2CCCCC2C)c(OC)c1 (stereo not given)
[18] Cc1ccc(N(C)C(=O)CCS(=O)(=O)c2ccc3c(c2)oc(=O)n3C)cc1
[19] O=C(Cc1ccc(F)cc1)NCCS(=O)(=O)N1CCN(c2ccccc2)CC1
[20] COCCOC(=O)C(C#N)c1nc2ccccc2nc1N1CCCC1 (stereo not given)
[21] Cc1cc(F)ccc1-c1cc(C(=O)NCc2cc(C(F)(F)F)cc(C(F)(F)F)c2)[nH]n1
[22] CC(C)CCN1C(=O)c2ccc(C(=O)Nc3cccc(S(N)(=O)=O)c3)cc2C1=O
[23] C[C@@H]1O[C@@H](O[C@H]2[C@H](Oc3cc(O)c4c(c3)O[C@H](c3ccc(O)cc3)CC4=O)O[C@H](CO)[C@@H](O)[C@@H]2O)[C@H](O)[C@H](O)[C@H]1O
[24] CCOc1ccc(CCNC(=O)CN2CCN(Cc3ccccc3C)C2=O)cc1OCC

compound no.	17	18	19	20	21	22	23	24
TDP1 block	6%	1%	.	4%	.	-1%	12%[56.1 µM]	7%
DT40 TDP1 CPT	?	-7%	-50%	-3%	-21%	-22%	5%&9%	?
DT40 TDP1 no CPT	-12%	-19%	?	-12%	-23%	?	-17%&-17%	?

Whole records from above. Screens in order: TDP1 block, DT40 TDP1 CPT, DT40 TDP1 no CPT
Results for C=CCc1ccc(OCC(O)CN2CCCCC2C)c(OC)c1 (stereo not given) → 6%, ?, -12%
Results for Cc1ccc(N(C)C(=O)CCS(=O)(=O)c2ccc3c(c2)oc(=O)n3C)cc1 → 1%, -7%, -19%
Results for COCCOC(=O)C(C#N)c1nc2ccccc2nc1N1CCCC1 (stereo not given) → 4%, -3%, -12%

Looked up one by one from the entries so far (4):
[22] CC(C)CCN1C(=O)c2ccc(C(=O)Nc3cccc(S(N)(=O)=O)c3)cc2C1=O
[21] Cc1cc(F)ccc1-c1cc(C(=O)NCc2cc(C(F)(F)F)cc(C(F)(F)F)c2)[nH]n1
[20] COCCOC(=O)C(C#N)c1nc2ccccc2nc1N1CCCC1 (stereo not given)
[23] C[C@@H]1O[C@@H](O[C@H]2[C@H](Oc3cc(O)c4c(c3)O[C@H](c3ccc(O)cc3)CC4=O)O[C@H](CO)[C@@H](O)[C@@H]2O)[C@H](O)[C@H](O)[C@H]1O

compound no.	22	21	20	23
TDP1 block	-1%	.	4%	12%[56.1 µM]
DT40 TDP1 CPT	-22%	-21%	-3%	5%&9%
DT40 TDP1 no CPT	?	-23%	-12%	-17%&-17%

A few values from the list.
entry 21 – DT40 TDP1 CPT: -21%
entry 4 – DT40 TDP1 CPT: -9%
entry 20 – DT40 TDP1 CPT: -3%

(cont.)
[25] COc1ccc(/C(=N/OC(C)=O)c2nccc3cc(OC)c(OC)cc23)cc1OC
[26] CCCN1CCCc2cc(CN(CCCN3CCOCC3)C(=O)Nc3ccc(Cl)c(Cl)c3)ccc21
[27] Cc1nc2ccccc2c(=O)n1CC(=O)N1CCOCC1
[28] O=C(NNC(=O)c1csc(-c2cccs2)n1)c1ccc(Cl)cc1
[29] Cc1sc2nc(CSc3ccc([N+](=O)[O-])c(C(F)(F)F)c3)[nH]c(=O)c2c1C
[30] CC1CN(C(=O)CSc2nnc(-c3ccncc3)n2-c2ccccc2)CC(C)O1 (stereo not given)
[31] CN(C)c1ccc(C(CC(=O)c2ccccc2)C2CCCCC2=O)cc1 (stereo not given)
[32] COc1ccc(S(=O)(=O)N2CCC3(CC2)CC(=O)c2ccccc2O3)cc1C

compound no.	25	26	27	28	29	30	31	32
TDP1 block	.	11%	1%	.	0%	-5%	2%	-4%
DT40 TDP1 CPT	-6%	26µM*	5%	?	?	-24%	-17%	-26%
DT40 TDP1 no CPT	-28%	7.3µM*	7%	?	?	-8%	-19%	-12%

[33] CC(C)CNC(=O)N1[C@H](c2cccs2)[C@@H](C)C(=O)[C@@H](C)[C@@H]1c1cccs1
[34] N#Cc1ccc2ccn(CC(=O)NC3CCCCCC3)c2c1
[35] CC(=O)N1CCc2cc(S(=O)(=O)CCC(=O)N3CCc4ccccc4C3)ccc21
[36] CCc1ccc(NC(=S)N(CCC(C)C)C2CCN(C(C)=O)CC2)cc1
[37] Cc1cccc(NC(=O)c2nnn(-c3cccc(C(F)(F)F)c3)c2N)c1
[38] O=C(NC1CC(=O)N(c2ccc(Cl)cc2)C1)c1cccs1 (stereo not given)
[39] CCOCCOC(=O)c1ccc(NC(=O)/C=C/c2ccc(OC)c(OC)c2)cc1
[40] CCC1(c2ccccc2)NC(=S)N(c2ccc(C)c(C)c2)N1 (stereo not given)

compound no.	33	34	35	36	37	38	39	40
TDP1 block	6%	0%	4%	.	6%	0%	0%[12.3 µM]	-8%
DT40 TDP1 CPT	18µM*	-19%	?	5%	0%	-25%	26µM*	-8%
DT40 TDP1 no CPT	?	?	-21%	-8%	-5%	-19%	9.2µM*	?

[41] Cc1ccc(NCc2nnc(SCC(=O)OC3CCCCC3)o2)c(C)c1
[42] COc1cc2sc(-c3ccccc3OC)c(-c3ccc(OCCN4CCCCC4)cc3)c2cc1OC
[43] CNC[C@H]1Oc2c(NC(=O)C3CC3)cccc2C(=O)N([C@H](C)CO)C[C@@H]1C
[44] CC(=O)C1=C(C)NC(=O)NC1c1cc(Br)ccc1OCC#N (stereo not given)
[45] COc1ccccc1-c1nccc(NCc2cccc(C)c2)n1
[46] c1ccc(Sc2cnc3ccccc3n2)cc1
[47] COc1ccc(NC(=O)CSc2nc3c([nH]c4ccccc43)c(=O)n2C)c(OC)c1
[48] Brc1ccc(C2=Nn3c(nnc3-c3n[nH]c4c3CCC4)SC2)cc1

compound no.	41	42	43	44	45	46	47	48
TDP1 block	2%	11%	1%	3%	11%[56.1 µM]	0%	0%	12%
DT40 TDP1 CPT	-22%	?	1%	0%	16µM*	?	-7%	0.92µM*
DT40 TDP1 no CPT	1%	?	-5%	1%	10µM*	-4%	-1%	0.92µM*

[49] CCCCNC(=S)NC1CCCC1
[50] Cc1cc(OCC(=O)Nc2c(C)n(C)n(-c3ccccc3)c2=O)ccc1[N+](=O)[O-]
[51] CSCCC(NC(=O)CCN1C(=O)c2ccccc2C1=O)C(=O)O (stereo not given)
[52] CCOC(=O)[C@H]1[C@H]2COc3ccc(Br)cc3[C@@H]2N2C(=O)c3ccc(C)cc3NC(=O)[C@@]12C
[53] CCn1cnc2cc(NCc3ccc(N(C)C)cc3)ccc21
[54] Nc1nc(Nc2ccccc2Br)nc(C(F)(F)F)n1
[55] O=S(=O)(Cc1ccccc1)N1CCCc2ccccc21
[56] COc1ccccc1CCNC(=O)c1ccc(C)o1

compound no.	49	50	51	52	53	54	55	56
TDP1 block	2%	1%	-5%	0%	11%&13%	1%	5%	2%
DT40 TDP1 CPT	-19%	-4%	-1%	?	15µM*	-22%	3%	-27%
DT40 TDP1 no CPT	-28%	2%	-8%	?	18µM*	-28%	0%	-17%

[57] Cc1cc2oc(=O)cc(CN3CCC(C)CC3)c2cc1Cl
[58] Cc1ccc(OCC(=O)N2CCCC(CO)(CCOc3ccccc3)C2)cc1 (stereo not given)
[59] CN(C)/C=N/c1nc2nccc(-c3ccc(Cl)cc3)n2n1
[60] O=C(NC(C(=O)N/N=C/c1ccncc1)c1n[nH]c(=O)c2ccccc12)c1ccccc1 (stereo not given)
[61] COc1ccccc1C(=O)NCC(=O)OCCCOC(=O)CNC(=O)c1ccccc1OC
[62] CC(C)Cn1c(N)c(C=O)c(=O)n(C)c1=O
[63] COc1ccc(COC(=O)C2CCN(S(=O)(=O)c3cccs3)CC2)cc1
[64] O=C(NC1CC1)c1nc(Cn2cc([N+](=O)[O-])cn2)no1

compound no.	57	58	59	60	61	62	63	64
TDP1 block	0%	1%	9%	0%	1%	4%	-10%	-2%
DT40 TDP1 CPT	-29%	-11%	1%	0%	8%	1%	-3%	-9%
DT40 TDP1 no CPT	?	?	-2%	1%	-7%	-4%	8%	-26%

[65] O=C(COC(=O)c1cc(=O)[nH]c2ccccc12)c1ccccc1
[66] COc1ccc(C(=O)N2CCC(C)(C(=O)NS(=O)(=O)C3CC3)C2)c(OC)c1 (stereo not given)
[67] Cc1nc(Cl)c(C(=O)NC(=O)NCc2ccccc2)c(C)c1Cl
[68] COCCN1Cc2cccc(C(=O)Nc3cccnc3)c2C1=O
[69] O=C(O)c1cccc(N2C(=O)c3ccc(Oc4ccc(Cl)cc4)cc3C2=O)c1
[70] COc1cc(OC)cc(C(=O)N2CCN(C3CCC(C)CC3)CC2)c1 (stereo not given)
[71] CCCn1nc2cc(C(=O)NCc3ccc4c(c3)OCO4)ccc2c1OCC
[72] COc1cc(/C=C2\SC(=O)NC2=O)ccc1Oc1ccc([N+](=O)[O-])cc1[N+](=O)[O-]
[73] COC(=O)c1ccccc1NC(=O)CSc1nc(Nc2ccccc2)nc(N2CCOCC2)n1
[74] CC(C)C1(c2ccsc2)NC(=O)NC1=O (stereo not given)

compound no.	65	66	67	68	69	70	71	72	73	74
TDP1 block	-2%	.	-5%	-2%	0%	.	-6%	-1%	6%	.
DT40 TDP1 CPT	8%	-10%	2%	-10%	11%	-17%	1%	18µM*	?	3%
DT40 TDP1 no CPT	1%	-1%	-29%	?	-4%	-23%	-2%	16µM*	?	-2%

Bioassay records from PubChem BioAssay.
